Screening data: PubChem, The Scripps Research Institute Molecular Screening Center
TDP2 absorb: blocks human TDP2 phosphodiesterase activity | O95551 | recombinant TDP2, T5PNP hydrolysis, p-nitrophenol absorbance 415 nm | inhibition, % at 12.8 µM | 0.34% of 370,000 active;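 active means inhibition above the mean of all tested compounds plus 3 SD, set per campaign, cut at about 25% in these data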;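 further: 0% = DMSO with enzyme and 100% = buffer with substrate but no TDP2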
Target sequence (O95551 whole entry, looked up): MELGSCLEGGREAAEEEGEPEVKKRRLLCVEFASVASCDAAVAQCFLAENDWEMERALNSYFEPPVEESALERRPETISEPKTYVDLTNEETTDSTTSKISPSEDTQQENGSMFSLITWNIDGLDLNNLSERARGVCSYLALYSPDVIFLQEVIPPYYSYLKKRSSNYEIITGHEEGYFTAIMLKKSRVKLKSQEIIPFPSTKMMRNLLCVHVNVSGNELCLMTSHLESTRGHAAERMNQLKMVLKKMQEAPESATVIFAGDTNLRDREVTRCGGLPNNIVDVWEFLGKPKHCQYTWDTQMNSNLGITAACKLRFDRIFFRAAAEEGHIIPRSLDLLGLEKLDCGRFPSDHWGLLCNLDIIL
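test system = human TDP2 enzyme | input = TDP2 enzyme at 120 nM final | medium = 50 mM Tris-HCl pH 7.5 with Mg2+, KCl, DTT, BSA | also added = T5PNP substrate, 5 mM | times = 2 h at 37 °C | technique = epi absorbance | benchmarks = high control without enzyme, low control DMSO plus TDP2 | replication = each compound tested once, singlicate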
ASAP1 GAP inh: inhibitors of human ASAP1 ArfGAP activity. Q9ULH1. ASAP1-stimulated ARF1 GTP hydrolysis, GDP FP detection. inhibition, % at 16.5 µM. 0.19% of 360,000 active; in the data active means inhibition above about 25%;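 further: 0% = vehicle with enzyme and substrate and 100% = no enzyme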
PLC-gamma1 inh: inhibitors of human phospholipase C gamma1; inhibition, % at 12.2 µM; AID 720700; purified PLC-gamma1, fluorogenic substrate, fluorescence; 0.84% of 370,000 active; in the data active means inhibition above about 9.5%
DDE Tn6 FP inh: disrupts Tn6 cyclic peptide binding to fibrin D-Dimer-E complex. P02675. Fibrin DD(E) TRITC-Tn6 fluorescence polarization displacement. inhibition, % at 8.3 µM. 0.21% of 370,000 active;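 active means inhibition above a per-campaign cutoff: mean of compounds within control limits plus 3 SD, cut at about 15% in these data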;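 further: 0% = median of all compound wells on the plate and 100% = blocking peptide control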
ARFGAP1 inh: inhibitors of rat ARFGAP1; inhibition, % at 16.5 µM; 0.26% of 360,000 active; Q62848; Arfgap1-stimulated ARF1 GTP hydrolysis, GDP FP detection;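 active means inhibition above a per-plate limit, mean inhibition of low control wells plus 3 SD, cut at about 25% in these data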;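 further: 0% = DMSO wells with enzyme and 100% = wells lacking Arfgap1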
Target sequence (Q62848 1-136 limits assumed): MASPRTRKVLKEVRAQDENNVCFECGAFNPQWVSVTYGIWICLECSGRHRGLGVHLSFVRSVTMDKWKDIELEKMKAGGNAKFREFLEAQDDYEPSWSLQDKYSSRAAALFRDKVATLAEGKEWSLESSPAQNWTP
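Material: rat Arfgap1 catalytic domain, aa 1-136; also added: human ARF1(Δ1-17)-GTP substrate; compound dosing: one concentration, 16.5 µM, DMSO 1.26%; incubation: GTP hydrolysis reaction 2 h at 25 °C; measured by: Tracer-displacement fluorescence polarization with EDTA stop, 620/688 nm; evaluation: % inhibition from polarization; repeats: one replicate per compound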
SIAE primary: blocks human sialic acid acetylesterase; inhibition, % at 9.66 µM; SIAE FP-Rh probe binding, fluorescence polarization; Q9HAT2; 0.69% of 370,000 active;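 active means inhibition above a cutoff: mean of compounds within the control limits plus 3 SD of those, cut at about 17% in these data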;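 further: 0% = plate median of compound wells and 100% = probe without SIAE protein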
ADAM10 inh: inhibits human ADAM10. inhibition, % at 7 µM. 0.62% of 370,000 active. recombinant ADAM10, EDANS/DABCYL FRET peptide cleavage, 3 h;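 active means inhibition above a per-campaign cutoff equal to the mean of compounds falling between control-based bounds plus 3 SD, cut at about 20% in these data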;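 further: 0% = DMSO wells while the 100% control is not disclosed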
Target sequence (O14672 214-748 limits assumed): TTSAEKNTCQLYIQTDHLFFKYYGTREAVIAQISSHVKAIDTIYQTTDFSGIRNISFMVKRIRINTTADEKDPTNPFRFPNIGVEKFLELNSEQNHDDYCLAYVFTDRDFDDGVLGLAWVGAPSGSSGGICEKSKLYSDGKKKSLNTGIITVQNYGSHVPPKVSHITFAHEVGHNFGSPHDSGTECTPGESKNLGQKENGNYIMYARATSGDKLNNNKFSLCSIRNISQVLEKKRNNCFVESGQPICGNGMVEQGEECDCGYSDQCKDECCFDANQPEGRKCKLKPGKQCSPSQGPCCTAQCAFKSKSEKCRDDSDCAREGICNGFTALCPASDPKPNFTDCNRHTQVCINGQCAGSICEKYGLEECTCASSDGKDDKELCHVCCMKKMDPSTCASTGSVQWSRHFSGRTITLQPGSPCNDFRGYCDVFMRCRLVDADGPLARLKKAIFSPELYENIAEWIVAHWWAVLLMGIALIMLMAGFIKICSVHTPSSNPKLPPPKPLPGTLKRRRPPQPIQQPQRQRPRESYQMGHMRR
DDE Tn7 FP inh: inhibitors of Tn7 peptide binding to human fibrin DD(E); P02675; FP displacement of FITC-Tn7 peptide from fibrin DD(E); 0% = median of compound wells per plate; inhibition, % at 8.3 µM; 0.13% of 370,000 active; AID 720508;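 active means inhibition above the mean of compounds falling within the control limits plus 3 SD of them, cut at about 14% in these data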;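 further: 0% = plate median of compound wells and 100% = 10 µM Aha-Tn7 peptide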
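System: human fibrin DD(E); quantity: Fibrin-DD(E) at 2 µM final; also added: fluorescent Tn7 probe at 0.1 µM; compound dosing: single nominal test concentration of 8.3 µM per compound; schedule: 10 min preincubation, 3 h with tracer, room temperature; detection: fluorescence polarization of the labelled Tn7 tracer; repeats: one replicate per compound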
PLCb3 inh: inhibitors of human phospholipase C beta3 | Q01970 | Purified PLC-beta3, fluorogenic substrate, fluorescence | inhibition, % at 12.2 µM | 0.18% of 370,000 active | AID 720704; in the data active means inhibition above about 11%;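 further: 0% = median of compound wells on plate and 100% = full blocker control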
ADAM17 inh: ADAM17 inhibition, QFRET primary screen | AID 720648 | 0.83% of 370,000 active | inhibition, % at 6.95 µM | recombinant ADAM17, EDANS/DABCYL FRET peptide cleavage;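 active means inhibition above the mean of compounds lying between control limits plus 3 SD, set per campaign, cut at about 8.5% in these data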;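 further: 0% = DMSO-only wells as the low control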
* marks the source's active call; other numbers are inactive results; i = inactive; / = not tested or not shown.

TDP2 absorb | ASAP1 GAP inh | PLC-gamma1 inh | DDE Tn6 FP inh | ARFGAP1 inh | SIAE primary | Structure | ADAM10 inh | DDE Tn7 FP inh | PLCb3 inh | ADAM17 inh
-1 | -6 | 2 | 3 | -4 | -41 | CNc1ccccc1C(C)(C)c1cc(-c2cccc(OC)c2)no1 | 4 | 0 | 0 | 1
8 | 3 | 2 | 7 | -2 | 1 | O=C1COc2ccc(C(=O)COC(=O)c3ccc([N+](=O)[O-])cc3Cl)cc2N1 | -6 | -5 | 2 | -6
-5 | 10 | 4 | 1 | 12 | 3 | COCCn1ccc2c(OCC(=O)Nc3ccccc3OC)cccc2c1=O | -28 | -3 | -3 | -6
5 | / | 0 | 1 | / | -3 | COc1ccc(OC)c(S(=O)(=O)n2c(CN3CCOCC3)nc3ccccc32)c1 | -8 | -3 | -2 | 2
1 | 3 | 2 | -6 | 5 | -1 | COC(=O)c1cnn(-c2ccccc2)c1C(OC)OC | 9 | 2 | -3 | -1
5 | 8 | -41 | -7 | 10 | 14 | COc1ccc(C(C(=O)NCc2ccccc2)N(Cc2ccco2)C(=O)c2snc(C(N)=O)c2N)cc1OC (stereo not drawn) | -76 | 2 | -58 | -32
4 | -1 | -426 | -1 | 9 | 11 | C=CCn1c(=O)c(C#N)cc2c(=O)n3ccccc3nc21 | i | 5 | i | i
-3 | -7 | 3 | 1 | -9 | 10 | CC1(C)CC2CC(C)(CN2c2ncnc3ccc(Br)cc23)C1 (stereo not drawn) | 6 | -6 | -3 | 3
-4 | 3 | -5 | -1 | 4 | -7 | C(=N\Nc1nncc2ccccc12)/c1ccccn1 | -9 | 0 | -17 | -10
-6 | 1 | -2 | 9 | 9 | 1 | CCOC(=O)[C@]12CCC=C1N(CCC1=CCCCC1)C(=O)[C@H](CC(=O)NCc1ccccc1)C2 | -10 | 1 | -2 | -4
-12 | 6 | 1 | -2 | 4 | -6 | NC(=O)C1=NOC(CNc2ncc(C(F)(F)F)cc2Cl)C1 (stereo not drawn) | -12 | -3 | -1 | -3
-7 | 5 | -47 | -15 | -5 | -12 | COc1ccccc1Cc1c(-c2ccc(C#N)cc2)nc2c3ccccc3ccn12 | -70 | 5 | -53 | -15
0 | 8 | 1 | 3 | 9 | -4 | COc1ccccc1/C=C(/NC(=O)c1ccc(Cl)cc1Cl)C(=O)O | -2 | 7 | -2 | -4
9 | 8 | 0 | 0 | 1 | 0 | O=C(CSc1nc2[nH]ncc2c(=O)[nH]1)N1CCCC1 | -6 | -12 | 0 | -1
-2 | 4 | 1 | 2 | -9 | -1 | C[C@@H]1C=CCCO[C@]12C(=O)N(Cc1ccccc1C(F)(F)F)c1ccccc12 | -14 | 3 | 1 | -4
-3 | -3 | -3 | -1 | -9 | 1 | COC(=O)c1c(NC(C)=O)sc2c1CCCC2 | 0 | 1 | -6 | -5
5 | 7 | -2 | 2 | -6 | -2 | CN(CC(=O)Nc1ccc(F)cc1)C(=O)CN1C(=O)NC2(CCCCC2)C1=O | 0 | -2 | 0 | -2
-2 | -8 | -1 | -2 | -5 | -2 | COc1ccc(-c2noc(-c3ccc(Cl)cc3[N+](=O)[O-])n2)cc1OC | -3 | 5 | 2 | 2
19 | -6 | 3 | 6 | 17 | 0 | O=C(/C=C/c1cccc([N+](=O)[O-])c1)N(c1ccccn1)c1ccccn1 | 4 | 4 | -8 | -3
9 | 2 | 5 | -16 | 5 | 4 | CCOC(=O)c1ccc(NS(=O)(=O)c2cc(-c3nnnn3CC)ccc2OC)cc1 | 4 | 4 | 0 | 1
-10 | -4 | -207 | -2 | 23 | -6 | Cc1oc2cc(O)ccc2c(=O)c1N1C(=O)c2ccccc2C1=O | i | -4 | -291 | -261
0 | 3 | 1 | 3 | 0 | 4 | COc1ccc(-c2nnn(CC(=O)N3CCN(c4ccccc4OC)CC3)n2)cc1 | -2 | -5 | 1 | 1
-10 | -1 | 4 | -8 | -4 | -3 | CCCC[C@@H]1CNCCN1CCc1cccc(F)c1 | -16 | 0 | 3 | -3
12 | 1 | 0 | 12 | 7 | 1 | COc1ccc2[nH]c3c(c2c1)CCN1C(=O)C(CC(=O)NCC24CC5CC(CC(C5)C2)C4)C[C@H](C(=O)N2CCOCC2)[C@@]31CCC1CCCC1 (stereo partly drawn) | -9 | 3 | 2 | -2
-1 | 10 | -1 | -2 | 7 | 3 | CCOC(=O)c1cc(-c2ccc(C)cc2)n(CCC(=O)N2CCN(c3ccccn3)CC2)c1C | 0 | -8 | 1 | 1
-3 | 9 | 2 | -5 | 7 | -1 | CC(C)C(=O)Nc1nnc(CCN2CCCCC2)s1 | 11 | -3 | 3 | -1
-1 | 7 | -3 | 2 | -3 | 5 | O=C1NN=C(c2ccccc2)CC1c1ccc(Cl)cc1Cl (stereo not drawn) | 1 | -4 | -1 | 0
-5 | 8 | 8 | -5 | 14 | -1 | COc1ccc(CCNC(=O)CN(C)S(=O)(=O)c2ccc(Br)s2)cc1OC | -3 | -7 | 4 | 2
-6 | -4 | 0 | -4 | -2 | 4 | COc1ccc(N2CCN(C(=S)Nc3ccccc3)CC2)cc1 | -7 | 4 | -8 | -3
1 | -4 | -16 | 0 | 5 | -4 | Cc1ccc(NC(=O)CSC2=C(C#N)C(c3ccco3)C3=C(CCCC3=O)N2)cc1 (stereo not drawn) | -12 | 2 | -23 | -2
-1 | 12 | 0 | -2 | 20 | -1 | CC1(C)NC(=O)N(CCCOc2ccc(Br)cc2Cl)C1=O | -6 | 2 | 0 | -1
-2 | -8 | -1 | 2 | -5 | 7 | COc1ccccc1C(=O)N(Cc1ccco1)C1CCS(=O)(=O)C1 (stereo not drawn) | -6 | 0 | 0 | -5
0 | 4 | -24 | 0 | -6 | 4 | C=CCn1c(=O)c2c(nc(-c3ccc(S(=O)(=O)O)cc3)n2C)n(C)c1=O | -429 | -7 | -32 | -118
5 | -1 | 3 | 6 | -6 | -5 | CCCCCCCNC(=O)C1(CC2CC(c3cccc(Br)c3)=NO2)CCN(C(=O)CCCCCBr)CC1 (stereo not drawn) | 5 | -1 | 1 | 1
2 | 0 | 6 | 7 | 1 | 0 | CNc1c([N+](=O)[O-])cnn1-c1ccc(Cl)cc1Cl | 9 | -6 | 9 | 1
-6 | 12 | 2 | 1 | 3 | 17* | Cc1ccc2c(c1)=C(c1sc(N(C)c3ccc(O)cc3)nc1O)C(=O)N=2 | 0 | 1 | 0 | -2
-1 | -2 | -1 | 3 | 5 | 7 | CC(Sc1nc(-c2ccccc2)cc(C(F)(F)F)n1)C(=O)Nc1sc2c(c1C(N)=O)CCC2 (stereo not drawn) | -7 | 0 | 2 | -4
-4 | 5 | -6 | -2 | -2 | 1 | C=CCn1c2ccccc2c2nnc(SCc3[nH]c(=O)[nH]c3C(=O)CCCCC(=O)OCC)nc21 | 3 | 4 | -11 | 2
14 | -1 | 0 | 4 | -8 | -4 | COc1ccc(N2CCN(C(=O)c3ccc4c(=O)n(Cc5ccc6c(c5)OCO6)c(=O)[nH]c4c3)CC2)cc1 | 3 | 4 | -6 | -1
9 | -11 | -2 | -5 | 14 | -27 | Cc1cccc(NC(=S)NCC(C)CSc2ccc(Cl)cc2)c1 (stereo not drawn) | -1 | -5 | -10 | -1
-8 | -1 | -1 | 2 | 0 | 3 | S=C(NCCN1CCOCC1)Nc1ccc(Cl)cc1Cl | -4 | 0 | 0 | 3
4 | -17 | 0 | 11 | -11 | -2 | NC(=O)CCC(NS(=O)(=O)c1ccc(Cl)cc1)C(=O)NCc1ccccc1 (stereo not drawn) | -5 | 4 | -3 | 0
-8 | 9 | 2 | 4 | -7 | -1 | Nc1cccc(Oc2ccc3c(c2)C(=O)N(CCO)C3=O)c1 | 7 | 4 | -5 | 1
16 | -13 | 1 | 6 | -2 | -8 | COc1ccc(C(C)=O)cc1Cn1nc(C)c([N+](=O)[O-])c1C | 2 | 0 | 4 | 0
9 | 0 | 2 | -8 | 1 | 3 | O=C(/C(=N/O)c1ccccc1)c1ccccc1 | -6 | 0 | -3 | -4
-4 | 2 | 1 | 6 | -2 | -4 | CCC(Sc1nncn1C)C(=O)Nc1ccccc1OC (stereo not drawn) | -5 | 5 | 3 | -3
0 | 12 | 3 | -2 | 0 | -4 | Cc1ccc(C23CC4CC(CC(C(=O)N5CCOCC5)(C4)C2)C3)cc1 | 11 | -2 | 2 | -1
-1 | -4 | -2 | 4 | 3 | -8 | CC1=C(C(=O)OCC(C)C)C(c2ccc(Br)s2)NC(=O)N1 (stereo not drawn) | -2 | -3 | -1 | 0
6 | 0 | -239 | 0 | 4 | 5 | CN(C)/C=N/c1nc2nccc(-c3cccc(Cl)c3)n2n1 | -295 | 3 | -321 | -81
5 | 2 | -2 | -9 | 6 | -6 | Fc1ccc(OCc2nc(-c3ccc(Br)o3)no2)c(F)c1 | -7 | 3 | 0 | -3
1 | 5 | -220 | -5 | 7 | 6 | Cc1cc(N2CCOCC2)nc2ccc(NC(=S)N3CCN(c4ccccc4)CC3)cc12 | -468 | -8 | -285 | -137
0 | -4 | 1 | 0 | 17 | -3 | CCCCN1C(=O)C(CC(=O)NCC2CCCCC2)CC(C(=O)N(C(C)C)C(C)C)=C1C (stereo not drawn) | -4 | 4 | 6 | -3
-3 | 16 | -2 | 0 | 8 | -3 | COc1ccc(N(CC(=O)NCc2ccc(F)cc2)C(=O)Cn2nnc(-c3ccc(C)o3)n2)cc1OC | -5 | -1 | -6 | 1
4 | -10 | 0 | 0 | 3 | 1 | COc1ccc(N2CCN(CCCNC(=O)CN3CCN(Cc4ccccc4C)C3=O)CC2)cc1 | -3 | 3 | 0 | -3
11 | -3 | 3 | 3 | -4 | 0 | CCN(CC)C(=O)CN(C#N)c1nc(C)cc(C)n1 | 1 | 5 | -4 | 1

An excerpt of these results, with tabs:
SMILES	TDP2 absorb	ASAP1 GAP inh	PLC-gamma1 inh	DDE Tn6 FP inh	ARFGAP1 inh	SIAE primary	ADAM10 inh	DDE Tn7 FP inh	PLCb3 inh	ADAM17 inh
CCC(Sc1nncn1C)C(=O)Nc1ccccc1OC (stereo not drawn)	-4	2	1	6	-2	-4	-5	5	3	-3
Cc1ccc(C23CC4CC(CC(C(=O)N5CCOCC5)(C4)C2)C3)cc1	0	12	3	-2	0	-4	11	-2	2	-1
CC1=C(C(=O)OCC(C)C)C(c2ccc(Br)s2)NC(=O)N1 (stereo not drawn)	-1	-4	-2	4	3	-8	-2	-3	-1	0
